Bioassay records deposited in PubChem by several laboratories.
b-catenin transl: beta-catenin nuclear translocation modulation. HeLa beta-catenin nuclear translocation, immunofluorescence imaging. actives 0.3% (n = 190,000). nuclear translocation activity, % at 5 µM;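 active means nuclear translocation activity above 50% at 5 µM, with a well cell count of 50 or more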;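 further: per-cell ratio of nuclear to cytoplasmic median beta-catenin stain intensity; plate controls were DMSO negative control for no effect and GSK-3 inhibitor IX positive control for full effect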
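Assay system: human HeLa cells, native beta-catenin; doses: 5 µM primary, 0.02–20 µM confirmation; incubation: compound treatment 24 h, 37°C, 5% CO2; technique: fluorescence imaging of beta-catenin antibody stain plus DAPI; measure: % activation, nuclear-to-cytoplasmic median beta-catenin signal ratio per cell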
Salmonella PhoP GFP: inhibitors of PhoP regulon expression, primary screen, Salmonella Typhimurium, GFP reporter (AID 1863); S. Typhimurium PhoP-regulated promoter GFP reporter, 4 h; higher % means a stronger effect; inhibition, % at 50 µM; hits with a dose series show IC50 in µM; actives 0.16% (n = 300,000);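 active means inhibition over 29.93%, a cutoff 3 SD above the screen mean, later confirmed by dose response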;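 further: 0% = low Mg2+ inducing control and 100% = high Mg2+ repressing control; strong numbers were not always called active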
ER stress rescue: rescue of cells from ER stress-induced death, primary screen, 384-well, CSM14.1, thapsigargin, ATP luminescence (AID 1222); CSM14.1 thapsigargin-induced death rescue, ATP luminescence; higher % means a stronger effect; cellular ATP content (survival), % at 20 µM, or EC50 in µM where a hit was titrated; 190,000 tested, under 10 active;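 active means EC50 below 50 µM in the dose-response confirmation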;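 further: death triggered by thapsigargin at about 15 µM added after 2 h compound pretreatment; cell ATP read after overnight thapsigargin exposure of roughly 18 to 22 hours; normalized against plate controls of thapsigargin alone and 5% DMSO vehicle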
Dynein cargo inh: dynein cargo transport inhibition. 3617.4 mouse cells, GR-EGFP nuclear translocation imaging; test concentration mostly 20 µM; stimulated with dexamethasone, 1 µM; active compounds read low. z-score, hits read low. actives 0.47% (n = 220,000). AID 1381;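 active means plate z-score of nuclear minus cytoplasmic receptor signal below a set negative limit, without overly bright fluorescence or cell loss, cut at about -3.5 in these data, passing the limit was not always enough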;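 further: z-score of nuclear minus cytoplasmic ring GR-EGFP intensity difference per well; some compounds called inactive have numbers as strong as hits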
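Also added: dexamethasone, 1.0 µM final. Medium: tet-free, stripped-serum medium. Detection: fixed, Hoechst-stained cells imaged at 10x for EGFP. Read-out: nuclear-to-cytoplasmic GR-EGFP distribution per well. Times: induction 48 h, compound 1 h, agonist 30 min.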
T cell HTS: modulates CD8 T cell binding to vesicles; 2C CD8+ T cell-vesicle binding, flow cytometry; active compounds read low; calls only at 7 µM; actives 0.068% (n = 330,000);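 active means response, share of CD8 T cells binding vesicles, and their 90th percentile fluorescence all below set limits, cut at about 80% in these data, passing the limit was not always enough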
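System: murine 2C transgenic CD8+ T lymphocytes; also added: QL9-loaded Drosophila micro-vesicles; times: binding 1.5 h at 37 °C; measured by: flow cytometry, PE anti-B7-1 (FL2) versus Alexa647 anti-CD8 (FL8), PFA-fixed; control set: Peptide-free naked vesicles (low) and QL9 vesicles with 0.7% DMSO vehicle (high)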
Ins promoter up: MIN6 insulin promoter up-regulation; MIN6 insulin promoter-GFP reporter, high-content imaging; active compounds read high; z-score at 5 µM; actives 0.3% (n = 190,000); AID 1625;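 active means z-score above 3 at 5 µM with at least 500 cells counted in the well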
Lipid droplet: modulators of hepatic lipid droplet formation | inhibition, % at 6.5 µM | actives 0.4% (n = 240,000) | AML12 mouse hepatocytes, oleate lipid droplets, BODIPY imaging;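 active means lipid droplet intensity inhibited by at least 50%, with more than 500 cells counted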
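Assay system: AML12 mouse liver cells | Compound dosing: One dose, 6.5 µM compound | Read-out basis: Droplet intensity reduction, % inhibition | Measured by: Fluorescence imaging, 20x objective, two fields per well | Schedule: Overnight treatment with compound plus oleate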
Autophagy mod: autophagy modulation, high-content screen; MEF GFP-LC3 puncta imaging; test concentration mostly 10 µM; calls only at 10 µM (by protocol); actives 0.98% (n = 190,000); AID 463193;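 active means percentage of spot-positive cells more than 3 SD above its plate mean, without a fluorescence outlier flag or 80% toxicity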;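 further: spot-positive cell cutoff set from DMSO-treated cells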
MT stabilizer: microtubule stabilizers in HeLa cells; HeLa tubulin immunostaining HCS, 24 h; share of cells brighter than vehicle mean+2SD; actives 0.83% (n = 200,000); AID 2205; % tubulin-high responders, % at 10 µM;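 active means plate Z-score above 3 for both tubulin-high and condensed-nucleus cell shares, with cell loss under 80%, at 10 µM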;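 further: anti alpha tubulin signal scored within the nucleus-defined area of each cell; some results filed as inactive read as strong as hits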
Dynein cargo inh cytoplasmic EGFP: recorded beside Dynein cargo inh, whose call it bears; z-score; measured here: cytoplasmic GR-EGFP intensity; active compounds read high
Dynein cargo inh nuclear GR-EGFP: recorded beside Dynein cargo inh, whose call it bears; z-score; measured here: nuclear GR-EGFP intensity;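 lower value marks the stronger effect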
Dynein cargo inh cell count: recorded beside Dynein cargo inh, whose call it bears; z-score; measured here: cell count per field
Ins promoter up cell count: also measured in Ins promoter up; calls as there; cell count; measured here: cytotoxicity, nuclei count;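 total cells summed across four imaged fields per well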
Lipid droplet cells 6.5 µM: second read-out of Lipid droplet, no call of its own (marks repeat the call); cell count; measured here: cell count, cytotoxicity flag;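 cells counted across two imaged fields per well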
b-catenin transl cell count 5 µM: further read-out of b-catenin transl, marked with its call; cell count; measured here: cell count, cytotoxicity flag
T cell HTS vesicle-bound %: further read-out of T cell HTS, marked with its call; double positive events, %; measured here: CD8+ vesicle-bound cell fraction;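 binding gate set so that unloaded-vesicle control wells show 10% double positive cells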
MT stabilizer Hoechst-high %: further read-out of MT stabilizer, marked with its call; % Hoechst-high responders; measured here: nuclear condensation Hoechst responders;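 share of cells brighter than vehicle mean plus two SD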
MT stabilizer cytotoxicity %: second read-out of MT stabilizer, no call of its own (marks repeat the call); toxicity, %; measured here: cytotoxicity by cell density;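 0% = mean cell density of plate MIN control wells and 100% = no cells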
Autophagy mod cell loss 18 h: further read-out of Autophagy mod, marked with its call; toxicity, %; measured here: cell loss, nuclei count;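 cell loss after 18 h compound exposure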
* = called active by the depositor; i = inactive; nt = not tested or not shown; + = active, no number.

molecule	b-catenin transl	b-catenin transl cell count 5 µM	Salmonella PhoP GFP	ER stress rescue	Dynein cargo inh	Dynein cargo inh cytoplasmic EGFP	Dynein cargo inh nuclear GR-EGFP	Dynein cargo inh cell count	T cell HTS	T cell HTS vesicle-bound %	Ins promoter up	Ins promoter up cell count	Lipid droplet	Lipid droplet cells 6.5 µM	Autophagy mod	Autophagy mod cell loss 18 h	MT stabilizer	MT stabilizer Hoechst-high %	MT stabilizer cytotoxicity %
Cc1ccc(OCc2ccc(C(=O)NCc3cccnc3)cc2)cc1C	0.0	1592	0%	-1.2%	1.5	-0.31	1.1	-0.44	i	60	-0.11	1376	-3	676	i	12	3.8	3.3	6.9
COCCCNC(=O)CS(=O)(=O)Cc1nc(-c2ccccc2C)oc1C	-1.3	1145	7%	nt	0.93	-0.0052	0.94	-1.2	i	34	-0.15	1936	-21	620	nt	nt	3.8	1.5	0.2
C=CCn1c(C)cc(-c2csc(NC)n2)c1C	-2.9	1040	4%	-0.9%	0.24	-0.14	0.23	0.3	nt	nt	-1.9	1026	20	700	i	13	3.3	2.2	5.4
NC1=Nc2cccc3cccc1c23	-2.2	1075	0%	-1.9%	1.9	0.34	1.6	-2.4	i	56	-0.02	1188	-1	697	i	4	6.1	2.4	10
CN(C(=O)COC(=O)CCc1nc2ccccc2c(=O)[nH]1)C1CCS(=O)(=O)C1 (stereo unspecified)	1.6	1037	1%	-1.2%	-0.074	-0.27	-0.044	0.31	i	20	-0.94	1279	-8	671	i	-6	2.5	2.3	1.4
CN1C(=O)N(C)C2(CC1(C)C)CC(C)(C)N(C)C(=O)N2C	0.4	893	-7%	-0.2%	0.64	-0.28	0.3	-0.66	i	35	0.57	1209	nt	nt	i	14	3.7	2.4	3.9
COC(=O)c1c(-c2cccc(C)c2)csc1NC(=O)C1CCCO1 (stereo unspecified)	-3.3	1141	-3%	-1.1%	-0.36	-0.32	0.41	0.04	i	17	-1.4	1563	5	741	i	5	3.7	3.2	3.9
Cc1c(NC(=O)c2cc(-c3ccccc3)on2)c(=O)n(-c2ccccc2)n1C	nt	nt	-3%	2.2%	0.44	-0.13	0.29	0.31	i	20	-0.86	1277	1	759	i	-1	3.2	1.8	2.4
CC(C)NC(=S)N/N=C/C1=CCC2CC1C2(C)C (stereo unspecified)	1.0	998	27%	-1.1%	0.42	-0.26	0.31	-0.28	i	36	-0.16	1283	16	519	i	29	6.2	2.4	8.1
CC(=O)c1c(C)[nH]c(C(=O)N2c3ccccc3CC2C)c1C (stereo unspecified)	nt	nt	7%	-0.7%	-0.84	-0.054	-0.43	0.085	i	12	0.59	1015	nt	nt	i	1	3.4	2.3	1.7
CN1CCN(C(=O)c2c(O)c3cccc4c3n(c2=O)CC4)CC1	0.5	1199	4%	-0.4%	-0.4	-0.17	0.54	0.37	i	39	-0.22	1146	nt	nt	i	14	3.7	2.6	8.5
Cc1[nH]c2ccc(-c3nnc(SCC(=O)NCc4ccco4)n3Cc3ccccc3)cc2c1C	1.6	1101	-7%	-2.2%	-0.52	1	0.14	0.77	i	61	0.47	730	12	694	i	-4	1.1	1.4	10
Cc1ccccc1NC(=S)N(CCN1CCCCCC1)Cc1cccs1	2.6	933	2%	-0.9%	-1.2	-0.27	-0.2	0.35	i	12	-0.92	1288	-12	650	i	-4	2.2	2.5	10
CSc1nsc(SCC(=O)NC2CCCCC2)n1	1.0	1204	9%	-4.4%	1.2	-0.26	-0.16	-0.089	i	37	-0.44	1216	-11	764	i	1	4.2	1.4	8.0
COc1cccc(NC(=O)COC(=O)c2c(-c3ccccc3)noc2C)c1	-1.0	1421	-1%	-1.9%	-0.34	-0.11	0.59	0.14	i	12	-0.14	1551	nt	nt	i	7	2.0	2.2	11
COCCNc1oc(-c2ccc(Cl)cc2)nc1C#N	0.5	1374	-6%	0.8%	-0.23	-0.23	0.23	0.17	nt	nt	-0.73	1412	nt	nt	i	7	4.3	2.1	6.0
Cc1c(C(=O)O)cccc1-n1c(C)cc(C=O)c1C	-2.3	1028	3%	-1.5%	-0.067	-0.16	-0.098	0.068	i	54	0.38	1633	23	709	i	-4	2.0	2.0	0.5
CC1CCc2nc(NC(=O)C3CCCO3)sc2C1 (stereo unspecified)	nt	nt	-2%	-3.8%	-0.047	-0.28	0.03	0.041	i	17	0.23	1252	2	744	i	6	1.6	0.3	28
Cc1onc(-c2ccccc2Cl)c1C(=O)NCC(=O)O	-0.6	1419	-2%	-1.2%	0.13	-0.4	-0.18	0.26	i	20	-0.01	1573	nt	nt	i	1	6.7	0.8	3.6
Cc1cnn(CCC(=O)NNC(=S)Nc2cccc(Cl)c2)c1	0.9	1390	10%	-0.4%	-0.36	-0.19	0.43	0.11	i	5	0.23	1599	nt	nt	i	10	2.5	1.8	12
O=S(=O)(N/N=C/c1ccc(F)cc1)c1ccccc1	0.3	985	-15%	-0.5%	-0.64	-0.29	-0.18	0.72	i	57	-0.02	1465	-2	712	i	19	1.5	1.7	2.9
Cc1cc(C(=O)CSc2nc3ccccc3[nH]2)c(C)n1C	0.9	969	-1%	-2.5%	-0.052	-0.29	0.27	1.2	i	12	-0.24	1452	0	638	i	2	2.1	2.2	1.6
Cn1c(=O)c2c(nc3n2CCS3)n(C)c1=O	-0.9	1513	5%	-0.7%	0.57	-0.1	0.49	-1.5	i	57	-0.11	1282	-2	700	i	12	1.9	1.7	4.0
O=C(NCc1ccccc1Cl)c1ccc2c(c1)SC1=NS(=O)(=O)CCN12	-0.8	1514	3%	-2.6%	0.87	0.49	1.2	-0.3	i	49	0.28	1474	3	718	i	7	4.5	2.2	6.9
O=C(CC12CC3CC(CC(C3)C1)C2)NCC(=O)OCc1cc(=O)oc2ccc3ccccc3c12	0.7	1086	0%	-2.0%	0.61	-0.29	0.23	-0.14	i	50	0.03	1355	-15	691	i	15	2.3	1.8	8.7

A few values from the results shown:
`Cc1[nH]c2ccc(-c3nnc(SCC(=O)NCc4ccco4)n3Cc3ccccc3)cc2c1C` | Ins promoter up: 0.47
`CC(C)NC(=S)N/N=C/C1=CCC2CC1C2(C)C` (stereo unspecified) | Lipid droplet cells 6.5 µM: 519

Additional entries follow.
molecule	b-catenin transl	b-catenin transl cell count 5 µM	Salmonella PhoP GFP	ER stress rescue	Dynein cargo inh	Dynein cargo inh cytoplasmic EGFP	Dynein cargo inh nuclear GR-EGFP	Dynein cargo inh cell count	T cell HTS	T cell HTS vesicle-bound %	Ins promoter up	Ins promoter up cell count	Lipid droplet	Lipid droplet cells 6.5 µM	Autophagy mod	Autophagy mod cell loss 18 h	MT stabilizer	MT stabilizer Hoechst-high %	MT stabilizer cytotoxicity %
Cc1ccc2[nH]c3c(c2c1)CC/C(=C/c1ccccc1)C3=O	1.2	1152	-3%	-3.0%	1.8	-0.0072	1.6	-1.4	i	6	0.11	924	-27	738	i	-4	3.8	2.1	2.6
CCc1cccc(CC)c1C(O)c1cccnc1 (stereo unspecified)	-2.3	534	8%	-1.1%	1.8	-0.097	1.2	-1.9	i	54	0.18	1060	-9	724	i	-13	5.2	3.0	8.5
COc1ccc(-c2nc3ccccc3[nH]2)cc1	nt	nt	12%	-3.3%	-1	-0.21	-0.35	0.29	i	28	-0.06	982	9	799	i	-7	1.2	2.0	6.3
COC(=O)c1ccc(NC(=O)CO/N=C2\CCCc3nonc32)cc1	1.4	999	4%	-0.2%	1.2	-0.022	0.32	-2.1	i	47	-0.04	1192	-1	680	i	-12	2.2	2.1	0.7
N#Cc1c(NC(=S)NC(=O)c2ccccc2)sc2c1CCC2	nt	nt	-7%	-1.3%	-0.75	-0.15	-0.57	0.13	i	11	0.07	1302	12	563	i	-1	3.3	3.1	8.5
CCN(CC)S(=O)(=O)c1ccc(N2CCOCC2)c(NC(=O)c2cc(-c3ccccn3)nc3ccccc23)c1	4.9	825	3%	-2.2%	-1.5	-0.071	-0.98	0.057	nt	nt	-1.8	1535	27	603	i	100	2.5	1.5	12
CC(C)N1CCc2c(sc(NC(=O)c3nc4ccccc4s3)c2C(N)=O)C1	-2.7	1133	4%	-1.8%	-0.54	-0.076	-0.32	0.42	i	4	0.29	1592	-5	702	i	4	2.9	2.1	2.0
O=C(CCl)N(Cc1cccc([N+](=O)[O-])c1)c1cccc(Cl)c1	0.6	1035	3%	7.0%	-4.7*	2.4*	-2.5*	-1.2*	nt	nt	-1.7	809	11	610	+	59*	8.3	14	27
C=CCOc1cc(OC)c(OC)c(OC)c1	0.8	998	5%	0.5%	-0.7	-0.31	-0.31	0.62	i	57	-0.3	1390	-23	613	i	-29	2.2	2.0	2.8
